# Bioassay records from PubChem.
# procasp3 activ = activates human procaspase-3 | P42574 | recombinant procaspase-3 D3A, Ac-DEVD-pNA absorbance 405 nm | activation, % at 8.5 µM | actives 0.11% (n = 330,000);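 active = activation above the mean of all tested compounds plus 3 SD, cut at about 21% in these data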;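 also: 0% = DMSO alone and 100% = DMSO wells spiked with extra 5 µM PC-3 D3A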
# Target sequence (P42574 whole entry D9A/D28A/D175A): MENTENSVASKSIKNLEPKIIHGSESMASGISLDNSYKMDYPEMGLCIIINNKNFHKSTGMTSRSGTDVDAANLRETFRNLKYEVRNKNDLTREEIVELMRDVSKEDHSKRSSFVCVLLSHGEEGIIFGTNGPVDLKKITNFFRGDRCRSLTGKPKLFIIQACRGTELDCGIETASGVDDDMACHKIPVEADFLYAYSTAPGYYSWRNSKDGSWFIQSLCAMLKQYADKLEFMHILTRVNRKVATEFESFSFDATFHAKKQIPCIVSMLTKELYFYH
#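 material = Procaspase-3 D3A mutant | probe or stimulus = Ac-DEVD-pNA | compound = single dose, 8.5 µM nominal compound, 0.8% DMSO | timing = 1 h preincubation, 2 h reaction | measured by = 405 nm absorbance of p-nitroaniline, reads at 0 and 120 min | benchmarks = DMSO-only low control, 5 µM PC-3 D3A high control | repeats = singlicate, each compound tested once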
# GASC-1 inh = inhibitors of human GASC-1 (JMJD2C) demethylase; GST-JMJD2C(1-420) H3K9me3 demethylation, DELFIA europium; inhibition, % at 2.35 µM; actives 0.069% (n = 330,000); AID 2099;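 active = more than half of a compound's replicate wells show inhibition beyond 50%, single wells judged on their own value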;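 also: signal counts dimethyl H3K9 product captured on neutravidin plate; 0% = median of DMSO wells and 100% = 0.3 times that DMSO median; strong numbers were not always called active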
# core dimer inh = HCV core protein dimerization inhibition; actives 0.33% (n = 300,000); AID 1899; inhibition, % at 5 µM; TR-FRET GST/Flag-core106 dimerization, 1536-well;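 active = inhibition above the mean of all tested compounds plus 3 SD, set per screening campaign, cut at about 45% in these data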
#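 System – GST-tagged and Flag-tagged HCV core protein residues 1-106 · Repeats – one well for each compound · Technique – TR-FRET 671 and 617 nm emission · Doses – one concentration, 5 µM, in 0.5% DMSO · Times – 4 h, 22.5 °C incubation · Also added – Eu donor and XL665 acceptor anti-tag antibodies · Measure – percent inhibition of core106 dimerization signal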
# VLA-4 inh = inhibition in a human VLA-4 binding assay | P13612 | VLA-4 expressing cells, ligand binding flow cytometry | inhibition, % (about 7 µM as worked out from the volumes in the protocol) | actives 0.2% (n = 330,000); in the data active = inhibition above about 50%
# GRK2 aptamer HTS = inhibitors of human GRK2 displacing RNA aptamer; bead flow cytometry, FAM-aptamer displacement from GRK2; AID 488847; actives 0.59% (n = 330,000); inhibition of aptamer binding, % at 10 µM;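 active = inhibition of aptamer binding above 40%, roughly 3 SD of noise, on plates passing a quality check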;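 also: median bead fluorescence of bound FAM aptamer so fluorescent compounds give negative values; no value below 0 was filed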
# PP1 inh = PP1-alpha (human) inhibition in PP5 counter-screen | actives 0.9% (n = 320,000) | purified PP1alpha, OMFP fluorescence | P62136 | inhibition, % at 6.7 µM;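 active = inhibition above the mean inhibition of all tested compounds plus 3 SD, computed separately for each screening campaign, cut at about 15% in these data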
# Target sequence (P62136 whole entry, looked up): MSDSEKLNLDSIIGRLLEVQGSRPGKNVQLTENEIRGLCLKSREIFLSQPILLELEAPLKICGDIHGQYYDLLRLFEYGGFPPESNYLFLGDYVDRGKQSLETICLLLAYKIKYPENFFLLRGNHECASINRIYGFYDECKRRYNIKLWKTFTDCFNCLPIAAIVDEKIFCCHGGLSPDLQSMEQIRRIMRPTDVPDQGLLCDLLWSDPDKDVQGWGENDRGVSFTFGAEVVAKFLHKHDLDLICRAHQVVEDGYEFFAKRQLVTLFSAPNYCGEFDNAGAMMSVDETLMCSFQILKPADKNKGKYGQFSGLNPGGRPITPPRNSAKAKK
# PP5 inh = PP5 (human) phosphatase inhibition; purified PP5c, OMFP substrate fluorescence; inhibition, % at 6.7 µM; actives 0.18% (n = 320,000); AID 1987;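 active = inhibition above the campaign's mean inhibition across all tested compounds plus 3 SD, cut at about 9.5% in these data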;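 also: 0% = DMSO only and 100% = 100 µM cantharidin control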
# CTSL1 counter = counter-screen for PFM18AAP inhibitors: inhibitors of F. hepatica cathepsin L1. recombinant F. hepatica cathepsin L1, Z-Leu-Arg-MCA fluorescence. inhibition, % at 5.96 µM. actives 0.49% (n = 300,000);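 active = inhibition above the mean of all tested compounds plus 3 SD, set per screening campaign, cut at about 17% in these data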;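 also: 0% = plate median of test compound wells and 100% = 1 µM Z-Phe-Ala-diazomethylketone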
# procasp7 counter = activates human procaspase-7, counter-screen for procaspase-3 activators | P55210 | recombinant procaspase-7, Ac-DEVD-pNA absorbance 405 nm; D23A/D198A/D206A triple mutant, cannot self-cleave; scale: DMSO 0, 5 µM enzyme 100 | activation, % at 8.5 µM | actives 0.093% (n = 330,000);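 active = percent activation above the screen-wide mean plus 3 SD, cut at about 25% in these data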
# Target sequence (P55210 whole entry D23A/D198A/D206A): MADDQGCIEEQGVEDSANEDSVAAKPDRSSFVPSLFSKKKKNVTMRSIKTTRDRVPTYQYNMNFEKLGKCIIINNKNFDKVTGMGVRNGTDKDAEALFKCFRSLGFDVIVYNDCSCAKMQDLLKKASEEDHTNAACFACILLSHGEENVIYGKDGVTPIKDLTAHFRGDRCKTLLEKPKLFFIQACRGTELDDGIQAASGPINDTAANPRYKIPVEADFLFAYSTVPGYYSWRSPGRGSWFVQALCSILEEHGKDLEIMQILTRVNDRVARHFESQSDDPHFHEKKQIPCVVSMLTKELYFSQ
#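 Assay system – Uncleavable procaspase-7 mutant enzyme · Quantity – 2 µM procaspase-7 mutant as dispensed · Times – 1 h preincubation, 2 h reaction · Dosing – single nominal 8.5 µM compound dose, 0.8% DMSO final · Buffer or medium – Zinc-free 50 mM HEPES buffer, pH 7.4, with NaCl and Triton X-100 · Detection – Epi-absorbance of released pNA at 405 nm, two timepoints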
# Numbers without * were called inactive; x = not tested or not shown.
SMILES,procasp3 activ,GASC-1 inh,core dimer inh,VLA-4 inh,GRK2 aptamer HTS,PP1 inh,PP5 inh,CTSL1 counter,procasp7 counter
COc1ccc(C(=O)COC(=O)c2ccc3c(c2)OCO3)c(OC)c1,3.2,33.1,x,3.3,1.0,-5.2,2.0,x,15.2
NS(=O)(=O)c1cc(C(=O)OCC(=O)N2CCc3ccccc3C2)ccc1Cl,-7.3,-0.3,x,4.0,2.0,-3.0,-2.1,x,4.0
Nc1nnc(CC(=O)N/N=C/c2ccc(-c3ccccc3Cl)o2)s1,0.1,-4.7,22.6,15.6,2.0,0.4,3.8,3.4,-11.0
CS(=O)(=O)N1CCN(c2ncnc3c2cnn3-c2ccccc2)CC1,-6.2,8.3,3.7,6.9,3.0,0.3,-2.3,0.0,-3.0
CCOC(=O)[C@H]1[C@H]2COc3ccc(OC)cc3[C@H]2N2C(=O)CNC(=O)[C@@]12C,8.3,-2.4,x,6.1,0.0,-5.8,-1.2,x,5.1
O=C(COC(=O)CN1C(=O)c2ccccc2C1=O)NC1CCCCC1,2.5,4.5,-5.5,-8.0,1.0,2.8,1.1,-0.8,-4.2
COc1ccc(-c2cc(C(=O)Nc3c(F)cc(F)cc3Br)no2)cc1,-3.7,3.8,8.0,-7.8,1.0,3.8,0.8,3.6,12.5
Cc1ccc(NC(=O)NCc2ccc3[nH]c(C)cc3c2)cc1,0.3,-3.0,15.0,-14.3,0.0,4.2,-0.4,-6.2,7.5
O=C(O)C1CC(O)CN1S(=O)(=O)c1cccs1 (stereo not given),5.6,-5.6,0.2,-6.2,0.0,-5.9,-0.5,-5.0,2.5
CCCCc1ccc(S(=O)(=O)NCCCN2CCCC2=O)cc1,6.8,2.0,-2.6,13.8,2.0,-0.3,2.8,-0.2,2.1
O=C(OCc1cc(=O)n2c(n1)sc1ccccc12)c1cccc(O)c1,-10.6,-14.4,50.8*,5.0,3.0,2.7,-2.7,-0.1,-11.1
Cc1onc(-c2ccccc2)c1C(=O)OCCOc1ccc([N+](=O)[O-])cc1[N+](=O)[O-],-7.2,-17.5,7.5,-2.9,0.0,3.4,4.6,4.9,-6.1
CC(C)(C)c1nc(S(=O)(=O)c2ccc(Cl)cc2)c(N2CCOCC2)o1,9.5,7.0,-1.2,-8.1,2.0,-2.2,1.6,4.6,4.4
CCOc1ccc(OCc2ccc(C(=O)O)o2)cc1,-12.5,-0.2,-1.4,4.1,4.0,-3.4,3.8,-5.4,-2.0
Cc1cccc(C)c1NC(=O)CN(C)C(=O)CCc1nc2sc3c(c2c(=O)[nH]1)CCCC3,10.5,23.2,x,-1.2,3.0,-1.0,1.6,x,7.3
Cc1ccc(NC2=CC(=O)OC(C)C2)cc1 (stereo not given),-3.3,-2.5,-6.4,18.5,0.0,-3.8,0.8,-2.5,7.3
CC(=O)c1c(C)[nH]c(C(=O)Nc2ccc(Cl)cc2)c1C,8.7,8.2,-4.7,-4.4,0.0,-0.9,-0.3,-0.1,7.4
CCOC(=O)N1CCN(C(=O)C2CCN(S(=O)(=O)c3ccc(C)cc3)CC2)CC1,0.7,5.5,-3.8,19.1,0.0,0.5,-0.4,3.1,-0.7
CCCN(CC(=O)Nc1ccccc1C)CC(=O)Nc1ccc(Br)cc1F,-0.1,-15.5,-4.7,3.9,0.0,2.6,3.1,-3.6,-9.7
CCC1CSC(Nc2ccc(C(=O)/C=C/c3ccc(Br)cc3)cc2)=N1 (stereo not given),5.3,-2.2,-4.8,40.3,0.0,15.2*,4.0,2.1,14.1

# Part of the list above, with bars between the fields.
canonical_smiles | procasp3 activ | GASC-1 inh | core dimer inh | VLA-4 inh | GRK2 aptamer HTS | PP1 inh | PP5 inh | CTSL1 counter | procasp7 counter
Cc1ccc(NC(=O)NCc2ccc3[nH]c(C)cc3c2)cc1 | 0.3 | -3.0 | 15.0 | -14.3 | 0.0 | 4.2 | -0.4 | -6.2 | 7.5
CCOc1ccc(OCc2ccc(C(=O)O)o2)cc1 | -12.5 | -0.2 | -1.4 | 4.1 | 4.0 | -3.4 | 3.8 | -5.4 | -2.0
CCC1CSC(Nc2ccc(C(=O)/C=C/c3ccc(Br)cc3)cc2)=N1 (stereo not given) | 5.3 | -2.2 | -4.8 | 40.3 | 0.0 | 15.2* | 4.0 | 2.1 | 14.1

# Next part
SMILES,procasp3 activ,GASC-1 inh,core dimer inh,VLA-4 inh,GRK2 aptamer HTS,PP1 inh,PP5 inh,CTSL1 counter,procasp7 counter
O=C(NNC(=O)c1cnccn1)c1ccc(Cl)cc1,1.4,5.3,-1.3,10.6,2.0,-6.6,0.0,1.4,-2.0
Cc1cccc(-c2nnc(-c3ccc(N)cc3)o2)c1,4.2,72.9,-5.5,12.8,0.0,-3.0,1.9,0.7,8.9
CCCCOC(=O)c1ccc(Nc2ncnc3nc[nH]c23)cc1,9.3,2.2,0.9,-5.5,0.0,13.1,-1.3,0.9,1.2
O=C(Nc1ccccc1)C1=C[C@H](c2ccc(C(F)(F)F)cc2)C[C@H](OCc2ccc(CO)cc2)O1,0.1,2.6,10.3,5.7,0.0,4.2,8.0,-0.3,-2.9
O=C(Nc1nnc(C2CC2)s1)c1ccco1,0.5,20.5,1.9,1.7,2.0,-2.9,-0.9,1.9,3.1
CC(OC(=O)/C(C#N)=C/c1ccc(N(C)C)cc1)C(=O)N(C)c1ccccc1 (stereo not given),-32.2,-1.3,4.9,-9.5,3.0,-3.8,3.7,8.9,-20.7
CC1CCCC(C)N1CCNC(=O)Cn1nc(-c2ccccc2)ccc1=O (stereo not given),0.5,3.8,0.8,11.3,0.0,-8.6,-0.6,-3.1,11.8
Cc1ccc2nc(C)c(C(=O)N/N=C/c3ccc(C(=O)O)cc3)cc2c1,-5.1,-16.7,-2.2,0.8,0.0,-0.2,-0.1,1.2,3.3
COC(=O)C(Cc1c[nH]c2ccccc12)NC(=O)c1cncc(Br)c1 (stereo not given),-4.7,-12.4,-5.5,-1.0,1.0,-1.0,1.4,-1.1,-3.9
CC(=O)Nc1ccc(C)cc1NC(C)=O,2.6,29.3,-2.6,19.0,0.0,-3.8,2.9,-3.6,8.7
Cc1ccc2oc(=O)c3cnn(CC(=O)Nc4ccccc4N4CCN(C)CC4)c3c2c1,2.0,-9.4,-1.2,-11.3,0.0,-0.3,1.1,1.4,5.6
O=C(COc1ccc(Cl)cc1)NC(=S)Nc1ccccc1N1CCOCC1,4.3,3.4,3.7,12.8,0.0,2.6,-1.0,4.3,-4.0
COc1ccc(N(C(=O)Cc2cccs2)C(C(=O)NC2CCCCC2)c2cccn2C)cc1OC (stereo not given),3.7,2.8,-0.8,13.9,4.0,-4.9,-2.1,-1.5,0.3
CCN(CC)S(=O)(=O)c1ccc(/C=C/C(=O)OCC(=O)NCc2ccc3c(c2)OCO3)cc1,-1.0,11.7,-1.0,-11.5,1.0,-1.0,0.8,0.8,5.5
Cc1ccc(S(=O)(=O)N2CCN(CC(=O)NC(=O)NCc3ccccc3)CC2)cc1C,3.8,3.0,-4.2,8.0,4.0,-2.5,1.4,-0.4,-0.4
Cn1c(SCc2cccc(Cl)c2)nc(C(F)(F)F)cc1=O,-2.7,21.6,4.5,2.8,0.0,-1.8,3.5,2.4,5.2
COCCN(Cc1cc2cc3c(cc2nc1Cl)OCO3)C(=O)Nc1ccccc1OC,3.7,10.8,0.3,-4.2,0.0,-7.7,-2.6,-0.1,-0.6
O=C(O)c1ccc(S(=O)(=O)NCC2CCCO2)cc1 (stereo not given),4.7,-19.8,6.2,8.4,4.0,-4.2,0.5,-2.5,-0.9
Nc1cc(C(=O)OCC(=O)NNC(=O)c2ccccc2F)ccc1Cl,3.0,-1.9,x,2.0,0.0,x,x,x,-12.2
CCOC(=O)Nc1cccc(OCC(=O)Nc2ccc(OC)cc2OC)c1,-5.2,-6.1,3.5,-12.0,1.0,-4.0,2.0,1.8,-6.5
O=C(O)CCc1ccc(-c2ccc(F)cc2)n1Cc1ccco1,3.2,6.4,8.7,-13.7,0.0,-4.3,2.1,4.6,-3.7
Cc1ccc(NC(=O)CCn2nnc3ccccc32)cc1,1.7,0.4,1.0,7.0,1.0,-2.4,3.1,1.7,6.0
COc1cccc(NC(=O)OCCN2CCN(Cc3ccccc3)CCC2=O)c1,5.0,2.7,4.1,17.5,1.0,-4.2,-0.8,0.9,2.4
O=C1CC(c2c(F)cccc2Cl)C2=C(COC2=O)N1 (stereo not given),-7.1,-1.5,-3.5,0.8,0.0,-2.8,-0.7,0.0,6.0
COc1ccc(C(=O)Nc2nccs2)cc1[N+](=O)[O-],3.0,14.7,2.5,2.2,0.0,-4.1,0.6,0.7,12.0
CC(NS(=O)(=O)c1ccc(Br)s1)c1ccccc1 (stereo not given),0.7,x,-3.6,28.1,4.0,1.5,1.5,5.7,13.5
O=C(CSc1nnc(COc2ccccc2Cl)o1)NC(=O)NCc1ccco1,-1.8,5.6,32.0,25.4,8.0,3.0,0.5,-1.4,3.4
O=C(NCC(=O)N1CCN(C(=O)c2ccco2)CC1)c1ccccc1,2.6,-4.2,-7.1,-6.8,0.0,-0.3,2.2,0.6,1.6
CN(c1cccc(NC(=O)c2ccc(N(C)S(=O)(=O)c3ccccc3)cc2)c1)S(C)(=O)=O,6.7,4.1,1.8,0.0,2.0,-5.5,2.2,0.1,-1.5
Cc1cc(C)nc(NC(=O)CSc2nn(-c3ccccc3)c(=S)s2)n1,13.2,4.7,3.4,2.1,0.0,-0.9,2.9,-2.0,1.8
O=c1c2nnn(-c3ccc(Cl)cc3)c2ncn1Cc1ccccn1,-1.4,-3.5,-1.6,-4.0,0.0,-5.3,0.9,7.9,-1.4
COc1ccc(C(C(=O)NC2CCCC2)N(C(=O)c2snc(-c3ccc(F)cc3)c2N)c2ccc(F)cc2)cc1 (stereo not given),0.8,-2.4,30.2,-16.2,72.0*,-2.8,1.4,5.4,6.1
FC(F)(F)c1cccc(Oc2cc(C(F)(F)F)nc(-c3ccccn3)n2)c1,-4.2,-4.0,-2.9,7.8,0.0,-3.1,2.1,0.8,5.5
CCOC(=O)C1(CC/C(C)=N\NC(N)=O)CC(C)(C)OC1=O (stereo not given),-0.8,10.0,-0.1,0.0,1.0,-1.4,1.7,-3.5,0.7
O=C(NC1CCCN(CCc2ccccc2)C1)c1c[nH]c2ccccc12 (stereo not given),-0.4,-4.1,-4.7,4.1,6.0,-12.0,4.2,1.5,-8.1
CCc1ccccc1NC(=O)CC1CS(=O)(=O)CC1CC(=O)Nc1ccccc1CC (stereo not given),-4.2,5.0,1.1,-5.6,2.0,-1.9,0.0,-0.5,-2.6
Cc1ccc(-n2nc(C)cc2Nc2ncc(Cl)cc2Cl)cc1,-0.4,-2.2,7.5,-2.0,2.0,-2.6,1.0,-0.7,6.7
Cn1cc(C(=O)Nc2cccc(F)c2)cn1,-5.8,0.8,-3.1,20.3,0.0,-2.5,1.5,-6.4,-2.8
O=c1[nH]c(CSc2nnc(Nc3ccccc3)s2)nc2ccccc12,8.5,-5.1,6.1,-7.8,2.0,28.1*,-1.9,-0.4,0.7

# Hits appear at their usual frequency, and some 2.6% of all compounds hit somewhere here.
